# SMARCA2 activ: SMARCA2 (BRM) function activators, primary screen, cell-based, luminescence, high throughput. MG213 cells, MMTV-luciferase reporter, dexamethasone, overnight. activation, % at 9.1 µM. 370,000 compounds, 1% hits. AID 652017, 2013; in the data active = activation above about 7.8%;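 also: 0% = vehicle wells and 100% = reference activator wells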
# DAX1 inh-1: DAX1 (NR0B1) inhibitors, primary screen, cell-based, HEK293, Gal4-DAX1, luciferase luminescence. Nuclear receptor subfamily 0 group B member 1 (Homo sapiens), P51843. HEK293 Gal4-DAX1 luciferase reporter. inhibition, % at 6.75 µM. 340,000 compounds, 0.99% hits. AID 504766, 2011;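 active = inhibition above the mean over all tested compounds plus 3 SD, cut at about 4.2% in these data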;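 also: 0% = DAX1-transfected cells with DMSO and 100% = empty-vector control cells with DMSO; inhibition shows as a rise in luminescence from relieved DAX1 repression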
# hcDAF-12 act: H. contortus DAF-12 nuclear receptor activators, primary screen, cell-based, luminescence, HEK293, lit1-tk-luc reporter; activation, % at 6.8 µM; 370,000 compounds, 1.4% hits; HEK293 hcDAF-12 lit1-tk-luc reporter; 0% DMSO, 100% Δ7-dafachronic acid;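 active = activation above the mean of all tested compounds plus 3 SD, cut at about 5.5% in these data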;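 also: 100% = response to 3 µM Δ7-dafachronic acid high control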
# PLCb3 inh: human PLC-beta3 inhibitors, primary screen, biochemical, fluorescence; 370,000 compounds, 0.18% hits; inhibition, % at 12.2 µM; Purified PLC-beta3, fluorogenic substrate; AID 720704, 2013; in the data active = inhibition above about 11%;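 also: 0% = median of compound wells on plate and 100% = full blocker control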
# DAX1 inh-2: DAX1 (NR0B1) inhibitors on StAR promoter, primary screen, cell-based, luminescence, SF-1 (NR5A1), full-length DAX-1; HEK293T StAR-luciferase reporter, SF-1/DAX-1 repression relief; AID 652010, 2013; 370,000 compounds, 1.1% hits; inhibition, % at 6.8 µM;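 active = inhibition above the mean over all tested compounds plus 3 SD, cut at about 3.6% in these data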;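 also: 0% = DAX-1 cells with DMSO and 100% = cells lacking DAX-1 with DMSO; higher inhibition means more luminescence from relief of DAX-1 repression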
# ssDAF-12 act: S. stercoralis DAF-12 nuclear receptor activators, primary screen, cell-based, luminescence, HEK293, GRIP1 co-expression, lit1-tk-luc | 370,000 compounds, 1% hits | Nuclear hormone receptor DAF-12 (Strongyloides stercoralis) | HEK293 ssDAF-12/GRIP1 lit1-tk-luc reporter; % of 3 µM dafachronic acid response | activation, % at 6.8 µM;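 active = activation above the mean over all tested compounds plus 3 SD, cut at about 0.9% in these data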;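 also: 0% = DMSO-only wells and 100% = 3 µM delta7-dafachronic acid wells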
# PLCg1 inh: PLC-gamma1 enzyme inhibitors, primary screen, biochemical, fluorescence, purified enzyme; fluorogenic substrate; inhibition, % at 12.2 µM; 370,000 compounds, 0.84% hits; AID 720700, 2013; in the data active = inhibition above about 9.5%
# MBD2 inh: inhibitors of MBD2 binding to methylated DNA, primary screen, biochemical, TR-FRET, DNA-binding domain, human. 370,000 compounds, 0.31% hits. Methyl-CpG-binding domain protein 2 (Homo sapiens), Q9UBB5. AID 686964, 2013. inhibition, % at 4.4 µM. MBD2 binding to methylated oligonucleotide; in the data active = inhibition above about 13%
# Target sequence (Q9UBB5 whole entry, looked up, the tested form may be a part): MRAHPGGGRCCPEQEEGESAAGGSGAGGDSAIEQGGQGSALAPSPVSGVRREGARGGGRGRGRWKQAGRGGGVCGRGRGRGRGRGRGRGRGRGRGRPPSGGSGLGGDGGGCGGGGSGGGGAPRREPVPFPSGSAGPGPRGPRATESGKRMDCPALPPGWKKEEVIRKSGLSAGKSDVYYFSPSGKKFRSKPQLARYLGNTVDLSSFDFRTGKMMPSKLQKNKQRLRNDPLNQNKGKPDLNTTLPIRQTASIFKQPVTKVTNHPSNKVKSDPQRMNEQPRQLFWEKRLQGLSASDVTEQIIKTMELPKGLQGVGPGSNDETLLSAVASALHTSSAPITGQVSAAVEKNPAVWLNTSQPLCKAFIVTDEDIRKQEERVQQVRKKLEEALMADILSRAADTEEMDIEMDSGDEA
# hgDAF12 agonist: H. glycines DAF-12 receptor agonists, primary screen, cell-based, luminescence, HEK293, GAL4 fusion, UAS-luciferase; Nuclear hormone receptor DAF-12 (Heterodera glycines), GAL4 fusion; HEK293 GAL4-hgDAF12 UAS-luciferase reporter, agonist luminescence; normalized to butyrate control; activation, % at 6.8 µM; 370,000 compounds, 1.8% hits; AID 687014, 2013;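 active = activation above a cutoff set at the mean of all screened compounds plus 3 SD, cut at about 10% in these data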;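 also: 0% = DMSO wells and 100% = sodium butyrate wells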
# ADAM17 inh: ADAM17 inhibitors, primary screen, biochemical, QFRET. Disintegrin and metalloproteinase domain-containing protein 17 (Homo sapiens), P78536. recombinant ADAM17, EDANS/DABCYL FRET peptide cleavage. inhibition, % at 6.95 µM. 370,000 compounds, 0.83% hits;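 active = inhibition above the mean of compounds lying between control limits plus 3 SD, set per campaign, cut at about 8.5% in these data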;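 also: 0% = DMSO-only wells as the low control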
# NR1D1 modulator: modulators of Rev-erb alpha DNA binding, primary screen, biochemical, FITC-DNA, fluorescence polarization, uHTS; AID 1259318, 2017; activity, % at 10 µM; Rev-erbα–FITC-DNA binding, 90 min; 370,000 compounds, 0.79% hits;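 active = activity above about 14%, limit read from the data; passing the limit was not always enough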;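 also: 0% = DMSO wells with 35 nM protein and 100% = DMSO wells with 750 nM protein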
# Target sequence (P20393 whole entry, looked up): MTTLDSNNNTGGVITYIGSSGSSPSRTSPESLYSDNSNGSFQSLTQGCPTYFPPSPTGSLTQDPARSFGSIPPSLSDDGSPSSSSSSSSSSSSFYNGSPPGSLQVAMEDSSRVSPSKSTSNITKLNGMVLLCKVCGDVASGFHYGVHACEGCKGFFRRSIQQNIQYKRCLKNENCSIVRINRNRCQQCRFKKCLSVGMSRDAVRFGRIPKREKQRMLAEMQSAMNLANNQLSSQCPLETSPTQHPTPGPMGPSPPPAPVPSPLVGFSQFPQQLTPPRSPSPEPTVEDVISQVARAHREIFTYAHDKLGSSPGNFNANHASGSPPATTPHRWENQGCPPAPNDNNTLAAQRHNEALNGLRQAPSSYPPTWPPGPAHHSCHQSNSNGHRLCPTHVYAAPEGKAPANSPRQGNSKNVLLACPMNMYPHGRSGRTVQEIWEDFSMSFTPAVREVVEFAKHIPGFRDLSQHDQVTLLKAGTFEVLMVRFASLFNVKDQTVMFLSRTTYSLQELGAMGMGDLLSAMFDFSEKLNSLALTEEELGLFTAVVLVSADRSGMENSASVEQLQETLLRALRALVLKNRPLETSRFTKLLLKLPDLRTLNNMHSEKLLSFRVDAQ
# * marks the source's active call; other numbers are inactive results; · = no result given.
no.	Molecule	SMARCA2 activ	DAX1 inh-1	hcDAF-12 act	PLCb3 inh	DAX1 inh-2	ssDAF-12 act	PLCg1 inh	MBD2 inh	hgDAF12 agonist	ADAM17 inh	NR1D1 modulator
1	Cc1[nH]c2ccccc2c1C(=O)C(=O)N1CCCc2ccccc21	1	0.1	-0.6	-11	-1.1	-1.1	3	5	-3.8	-5	4
2	COCCn1c(-c2cccc(Br)c2)nc2c(c(=O)c3ccccc3n2C)c1=O	-5	2.7	-2.6	-17	0.1	-0.7	-11	-1	-0.8	-1	-2
3	O=C(N[C@H](Cc1ccccc1)C(=O)N1CCCN(Cc2cccs2)CC1)[C@H]1O[C@@H](n2ccc(=O)[nH]c2=O)[C@H](O)[C@@H]1O	1	·	-1.8	2	1.6	-0.5	4	4	-0.4	-2	-9
4	Brc1ccc(/C=C/C=N/Nc2nc3ccccc3s2)cc1	13*	0.3	3.6	-20	0.1	-0.2	-13	-1	0.7	-3	-2
5	CC(C)CC(=O)Nc1ccccc1-c1nnn(CC(=O)N2CCOCC2)n1	-3	1.1	0.4	2	-0.3	-1.5	1	-2	2.0	-3	-1
6	Cc1noc(C)c1COC(=O)c1ccccc1Sc1ccccc1C#N	-2	-2.2	-2.5	-3	-1.3	-2.1	-3	-2	-2.1	3	10
7	NC(=O)c1c(NC(NC(=O)c2ccco2)(C(F)(F)F)C(F)(F)F)sc2c1CCCC2	3	1.4	-0.6	-46	0.0	-0.8	-41	-3	0.1	-6	1
8	COc1ccc(Nc2nc(N)nc(CSC(=S)N3CCCCC3)n2)cc1	1	3.9	0.3	-1	0.1	-1.0	0	4	7.7	-3	3
9	COC(=O)[C@]12C[C@H](CC(=O)NCCc3ccccc3OC)C(=O)N(Cc3ccco3)C1=C[C@H](COCc1ccccc1)O[C@@H]2C	-1	·	-3.6	-3	-1.3	-1.7	0	6	4.5	0	-6
10	Cc1ccc(-c2nnc(Oc3ccc(NC(=O)c4ccccc4)cc3)c3ccccc23)cc1	-4	-1.6	-1.2	3	-0.2	-1.1	7	5	0.8	5	2
11	NC(=O)CN1CCN(C(=O)Nc2ccccc2)CC1	-1	-0.1	-1.3	1	1.5	-1.5	2	0	-0.8	0	-3
12	O=C1c2ccccc2S(=O)(=O)c2cc(N3CCN(c4ccccc4)CC3)ccc21	1	·	-1.3	-7	0.6	-1.1	-5	4	2.3	-4	-4
13	O=C1CCCC(NCCCCCCNC2=C([N+](=O)[O-])C(=O)CCC2)=C1[N+](=O)[O-]	2	1.1	0.1	8	0.7	-1.7	6	7	-0.7	2	-7
14	CCOC(=O)/C=C1\CN(Cc2cc(OC)c(OC)c(OC)c2)S(=O)(=O)c2ccccc21	1	-1.5	-3.9	-4	-1.8	-2.1	-3	-1	-4.8	0	0
15	Cc1c(O)c(=O)n(-c2ccccc2)n1C	5	0.7	-0.6	1	-1.0	-0.8	0	2	-1.9	-3	-3
16	Cc1ccccc1-n1c(=O)cc(N2CCc3ccccc3C2)[nH]c1=O	0	2.0	-1.1	-30	1.0	-1.6	-20	1	-0.9	-7	-7
17	COc1ccc(NC(=O)NC2CC3CCCC(C2)N3Cc2ccccc2)cc1 (stereo unspecified)	0	0.7	-1.3	0	0.1	-0.1	1	11	2.4	-6	-1
18	CCOC(=O)c1nn(-c2ccc(C)cc2)c(=O)cc1OCC(=O)N1CCN(c2ccccc2)CC1	-1	-0.2	-0.9	-14	-0.9	0.4	-5	7	-1.9	-3	2
19	CC(=O)c1ccc2c(c1)N(C)c1ccccc1S2	1	1.0	-1.9	-80	1.1	-1.2	-63	-3	-1.1	0	-2
20	CC(C)Cn1c(N)c(C(=O)COC(=O)c2ccccc2C(=O)c2ccccc2)c(=O)n(C)c1=O	-2	-1.8	0.8	-6	-2.2	-1.7	1	3	-0.6	1	3
21	C/C(=N\NC(=O)c1cccs1)c1cccnc1	8.4*	2.7	8.4*	-11	5.5*	0.6	-9	5	25*	-1	1
22	Clc1ccccc1Cc1noc(CN2CCN(c3cnccn3)CC2)n1	-3	0.7	-1.0	-4	-1.0	-1.7	-4	-1	-1.3	-7	-1
23	CC1Nc2ncnc(N3CCc4ccccc4C3)c2N(Cc2ccc(Br)cc2)C1=O (stereo unspecified)	-5	1.8	-0.4	-15	0.4	-0.7	-10	5	-2.2	2	-3
24	O=c1cc(N2CCOCC2)cnn1-c1ccccc1	3	0.9	1.2	0	1.2	-0.9	6	-1	1.7	0	0
25	Sc1ccccc1N=Cc1cccs1	6	2.8	3.7	-46	2.2	0.8	-43	2	10	-43	5
26	COC(=O)c1c(C)[nH]c(C(=O)OCC(=O)NC(C)(C)C)c1C	-4	-1.1	-0.7	-19	-2.8	-1.9	-13	1	-0.8	-5	6
27	COc1cc(C(=O)Nc2cc(C(F)(F)F)ccc2N2CCOCC2)ccc1O	-1	-0.3	-1.8	0	-0.3	-1.1	1	-7	0.5	-1	-1
28	O=S(=O)(Cc1ccc(Cl)cc1Cl)c1ccc(Cl)cc1	-2	-2.2	1.8	-4	0.6	-0.8	0	-1	3.3	5	-1
29	COc1ccc(S(=O)(=O)N2CCC(C(=O)NCc3cccnc3)CC2)cc1C	-3	1.2	-0.8	-4	-0.1	-0.8	1	-5	0.4	0	1
30	COc1ccc(C(=O)Nc2cccc(C)n2)cc1S(=O)(=O)N1CCCc2ccccc21	-2	-1.9	-4.1	0	-3.1	-2.0	-1	1	-3.1	5	2
31	Cn1c(CO)cnc1SCc1ccc(F)cc1	0	1.5	-0.7	-1	0.9	-1.1	1	-2	7.0	0	-1
32	Cc1ccccc1S(=O)(=O)N1C[C@@H]2C(C(=O)C[C@@H]3C(=O)N(C)C(=O)[C@@H]32)[C@@H]1c1ccc(Cl)cc1 (stereo partly specified)	-4	·	-2.1	-17	0.5	-1.2	-10	-2	-0.9	-1	-2
33	O=C1Nc2ccccc2Cc2ccccc21	2	-1.1	0.1	-60	-1.0	-1.1	-45	4	0.1	-12	-4
34	O=C(Nc1cccnc1)c1ccc(Cl)c(S(=O)(=O)N2CCCC2)c1	-2	0.0	-0.7	-11	-0.7	-1.2	3	3	-2.6	5	2
35	CN(C)S(=O)(=O)c1ccc(NC(=O)c2cccnc2)cc1	-1	-0.1	0.3	-9	-0.1	-0.9	0	-2	-1.1	-1	1
36	COc1ccc2nc(NC(C)=O)sc2c1	7	0.0	1.9	2	1.5	-0.3	3	-1	12*	-1	-8
37	CCN1C(=O)[C@H]2[C@@H](c3ccc(C)cc3)N3C(=O)N(c4ccc(C)cc4)C(=O)[C@@]3(Cc3ccccc3)[C@H]2C1=O	3	0.8	-0.6	-1	0.4	-1.0	-14	5	2.7	-4	-1
38	Cc1ccccc1N=C1Nc2ccccc2CS1	3	0.8	2.5	-1	0.5	0.3	2	-6	11*	-5	5
39	O=C(c1cc(N2CCOCC2)c(F)cc1[N+](=O)[O-])N1CCOCC1	-1	1.3	1.3	-7	-0.1	-0.9	0	-5	2.5	-5	6
40	O/N=C/c1ccccc1OCc1ccc(Cl)cc1	4	-0.8	-0.7	-5	-0.4	-0.9	-7	-6	4.5	0	-3
41	CCOc1cc(/C=C2/SC(=O)N(CC(=O)N3CCc4ccccc4C3)C2=O)ccc1OCC(=O)O	2	0.6	1.4	-47	0.7	-1.2	-37	-8	0.4	-9	-3
42	CC(C)(C)c1ccc(C(=O)NCC(=O)NNC(=O)c2ccccc2O)cc1	-2	-0.8	-0.1	-29	1.6	-0.7	-26	1	1.0	-19	-2
43	CC1CCN(C(=O)c2nc[nH]c2C(=O)OCCNC(=O)OC(C)(C)C)CC1	0	0.3	1.2	-2	0.2	-1.4	2	6	2.2	-4	2
44	CN(C(=O)CSc1nnc(-c2c[nH]c3ccccc23)o1)C1CCS(=O)(=O)C1 (stereo unspecified)	0	0.0	3.7	0	-0.3	-1.7	-2	0	-3.1	1	-3
45	O=C(Cn1nc(-c2ccccc2F)ccc1=O)Nc1ccc(S(=O)(=O)N2CCCCCC2)cc1	-4	6.6*	0.1	-51	-0.5	-1.2	5	1	-3.0	1	5
46	CC(C)Oc1cccc(C(=O)O)c1	-3	1.6	-1.1	-2	0.4	-1.1	-2	-1	1.1	4	-4
47	CS(=O)(=O)N1CCN(c2nc(-c3ccc(F)cc3)cs2)CC1	-4	1.5	0.5	-1	-0.4	-1.1	0	2	2.6	-3	9
48	COc1ccc(CCNC2CCN(C)CC2)cc1OC	3	0.5	-1.8	0	-0.3	-1.0	4	-4	0.4	0	3
49	Cc1cccnc1NC(=S)Nc1ncccc1C	3	4.8*	3.1	0	1.6	0.3	0	4	11*	-1	-4
50	Clc1cc(Br)ccc1OCCN1CCOCC1	-1	0.1	0.2	1	0.2	-1.9	-2	-2	-0.7	2	1
51	CC12CC3CC(C)(C1)CC(NCc1ccncc1)(C3)C2	-4	-0.2	0.1	-1	0.2	-1.4	-2	-1	4.8	-5	-3
52	O=C(COc1ccc(S(=O)(=O)N2CCOCC2)cc1)NC1CCCCC1	-2	-0.1	1.3	-4	-1.5	-1.0	3	0	3.0	-4	-8
53	CCOc1ccc(NC(=O)COc2cccc3c2CCN(Cc2cccnc2)C3=O)cc1	-1	0.4	-0.7	-2	-0.6	-1.5	-2	4	-0.3	0	-5
54	COc1ccc(C(=O)Nn2c(C)nc3ccccc3c2=O)cc1OC	-1	-0.9	-3.3	-5	-0.2	-1.0	3	2	-2.2	-5	0
55	CSc1nnc2c(n1)c(C)nn2-c1ccc(C)cc1	-2	1.5	4.8	2	0.3	1.3*	-1	3	3.6	-3	0

# A draw from above in order of formula weight, descending:
no.	Molecule	SMARCA2 activ	DAX1 inh-1	hcDAF-12 act	PLCb3 inh	DAX1 inh-2	ssDAF-12 act	PLCg1 inh	MBD2 inh	hgDAF12 agonist	ADAM17 inh	NR1D1 modulator
55	CSc1nnc2c(n1)c(C)nn2-c1ccc(C)cc1	-2	1.5	4.8	2	0.3	1.3*	-1	3	3.6	-3	0
51	CC12CC3CC(C)(C1)CC(NCc1ccncc1)(C3)C2	-4	-0.2	0.1	-1	0.2	-1.4	-2	-1	4.8	-5	-3
49	Cc1cccnc1NC(=S)Nc1ncccc1C	3	4.8*	3.1	0	1.6	0.3	0	4	11*	-1	-4

# Screening data deposited in PubChem by several laboratories.
